ABCG2 block: ABCG2 efflux pump inhibitors, primary screen, multiplex with ABCB1, IgMXP3 cells, flow cytometry | inhibition, % at 6.6 µM | Broad substrate specificity ATP-binding cassette transporter ABCG2 (Homo sapiens), Q9UNQ0 | 0.1% of 190,000 active | JC-1 efflux;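 active = inhibition above 80%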;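 also: 0% = DMSO and 100% = nicardipine control wells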
Target sequence (Q9UNQ0 whole entry, looked up): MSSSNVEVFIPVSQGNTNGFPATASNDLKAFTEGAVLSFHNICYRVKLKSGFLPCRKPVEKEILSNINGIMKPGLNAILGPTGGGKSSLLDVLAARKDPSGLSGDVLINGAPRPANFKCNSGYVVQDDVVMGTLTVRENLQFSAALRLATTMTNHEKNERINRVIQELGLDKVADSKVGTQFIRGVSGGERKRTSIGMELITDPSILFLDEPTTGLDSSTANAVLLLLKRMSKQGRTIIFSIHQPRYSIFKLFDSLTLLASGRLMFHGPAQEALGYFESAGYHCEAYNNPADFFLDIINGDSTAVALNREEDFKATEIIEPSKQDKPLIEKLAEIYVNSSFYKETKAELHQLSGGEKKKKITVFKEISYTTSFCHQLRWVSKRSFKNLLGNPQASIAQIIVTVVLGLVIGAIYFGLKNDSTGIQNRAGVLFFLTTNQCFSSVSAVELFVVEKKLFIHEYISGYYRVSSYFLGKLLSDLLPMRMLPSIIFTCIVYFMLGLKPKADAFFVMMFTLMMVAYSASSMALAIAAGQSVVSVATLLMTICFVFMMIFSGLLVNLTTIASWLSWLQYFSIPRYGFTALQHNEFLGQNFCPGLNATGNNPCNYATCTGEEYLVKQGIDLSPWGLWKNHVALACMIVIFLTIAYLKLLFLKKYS
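Test system: IgMXP3 cells (ABCG2) mixed with DDAO far-red-labelled CCRF-Adr cells (ABCB1). Reagent: JC-1 transporter substrate. Compound dosing: single test compound dose, 6.6 µM final. Times: 10 min compound exposure, 25 °C. Detection: flow cytometry of retained JC-1 fluorescence. Read-out basis: efflux inhibition in percent versus controls. Controls: nicardipine and DMSO wells.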
Rab2A wt mod: modulators of GTP binding to Rab2A wildtype, primary screen, biochemical, dog, bead-based flow cytometry, multiplex; Ras-related protein Rab-2A (Canis lupus familiaris), P61105; GST-Rab2 wt beads, Bodipy-GTP binding; GTP binding activity, % at 10 µM; 0.19% of 190,000 active;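 active = GTP binding activity at least 20 points away from 100%, either lowered or raised; inconclusive = signal likely due to the compound's own green fluorescence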;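 also: 0% = beads with excess unlabeled GTP and 100% = no-compound control corrected for plate trend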
ABCB1 block: ABCB1 efflux pump inhibitors, primary screen, cell-based, multiplex, flow cytometry, ABCG2 counter-screen. ATP-dependent translocase ABCB1 (Homo sapiens), P08183. CCRF-Adr cells, JC-1 efflux. inhibition, % at 6.6 µM. 0.067% of 190,000 active; in the data active = inhibition above about 40%;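 also: 0% = vehicle and 100% = reference inhibitor; higher value means more JC-1 retained so stronger ABCB1 efflux block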
Cdc42 wt: modulators of GTP binding to wildtype Cdc42, primary screen, biochemical, multiplex bead flow cytometry, Bodipy-GTP; GST-Cdc42 beads; actives lie on both sides; Cell division control protein 42 homolog (Homo sapiens), P60953; percent activity (GTP binding), % at 10 µM; 0.2% of 190,000 active; AID 761, 2007;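 active = percent activity GTP binding at least 20 points away from the 100% baseline, either down as inhibitor or up as activator; inconclusive = compound flagged as likely green fluorescent from well-wide comparison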;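 also: median bead fluorescence of bound Bodipy-FL-GTP at 100 nM; 0% = excess unlabeled GTP control and 100% = no compound control; below 100% means less GTP binding so inhibitor and above means activator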
Target sequence (P60953 whole entry, looked up): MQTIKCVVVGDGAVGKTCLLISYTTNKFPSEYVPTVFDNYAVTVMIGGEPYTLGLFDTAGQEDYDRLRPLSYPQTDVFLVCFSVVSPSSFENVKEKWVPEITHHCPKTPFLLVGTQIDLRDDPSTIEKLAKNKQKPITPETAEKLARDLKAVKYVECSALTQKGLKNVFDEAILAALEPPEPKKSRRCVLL
HRas wt GTP bind: modulators of GTP binding to HRas wildtype, primary screen, biochemical, bead-based flow cytometry, multiplex. GTPase HRas (Homo sapiens), P01112. GST-Ras wt beads, Bodipy-FL-GTP binding; actives lie on both sides. GTP binding activity, % at 10 µM. 0.14% of 190,000 active. AID 759, 2007;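 active = GTP binding activity at least 20% away from the 100% baseline, either lowered as inhibitor or raised as activator; inconclusive = flagged as likely green fluorescent, judged across all proteins in the well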;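 also: 0% = unlabeled GTP competition control and 100% = no-compound control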
Target sequence (P01112 whole entry, looked up): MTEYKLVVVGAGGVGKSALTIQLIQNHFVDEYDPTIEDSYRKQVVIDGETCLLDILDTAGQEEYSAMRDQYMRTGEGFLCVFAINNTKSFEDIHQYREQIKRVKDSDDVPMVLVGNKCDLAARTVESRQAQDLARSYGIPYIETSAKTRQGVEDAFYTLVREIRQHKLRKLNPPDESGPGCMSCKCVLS
Rac1 wt modul: wildtype Rac1 GTP binding modulators, primary screen, biochemical, GST-Rac1 beads, flow cytometry, multiplex | AID 757, 2007 | 0.27% of 190,000 active | Ras-related C3 botulinum toxin substrate 1 (Homo sapiens), P63000 | GTP binding activity (% of control), % at 10 µM | fluorescent GTP binding; actives lie on both sides; 0 = cold GTP competed, 100 = untreated;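 active = GTP binding activity at least 20 points away from the 100% control level, either lower or higher; inconclusive = compound flagged as likely green fluorescent, judged across all proteins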
Rac1 act GTP bind: GTP binding modulators of activated mutant Rac1, primary screen, biochemical, bead-based flow cytometry, multiplex, fluorescent GTP | Ras-related C3 botulinum toxin substrate 1 (Homo sapiens), P63000 | GST-Rac1 activated beads; actives lie on both sides; 100% means binding = to untreated wells | percent activity (GTP binding), % at 10 µM | 0.11% of 190,000 active | AID 764, 2007;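 active = GTP binding at least 20 percentage points away from the 100% baseline, in either direction, so actives lie on both sides; inconclusive = Compound likely fluorescent itself, or too few beads counted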
Avidin fluor: green autofluorescence of compounds with avidin beads – biophysical, 488/530 nm, flow cytometry, artefact control, profiling panel; fluorescence (KMESF) at 10 µM; compound fluorescence 488/530 nm; stronger effect = higher value; 0.38% of 220,000 active; in the data active = fluorescence above about 47; also: inactives centre near 10
GSH fluor: compound fluorescence on glutathione beads, profiling panel, artefact control, biophysical, 488/530 nm, flow cytometry. AID 1776, 2009. fluorescence (KMESF) at 10 µM. GSH beads flow cytometry, compound fluorescence 488/530 nm; stronger effect = higher value. 0.25% of 190,000 active; in the data active = fluorescence above about 89;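 also: glutathione beads carrying GST-tagged Bcl family fusion proteins plus one bare bead set; values are compound well signal with DMSO vehicle wells as background; inactives centre near 16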
Pf gamet viab: late stage P. falciparum gametocyte viability inhibitors, primary screen, ATP luminescence, HTS; P. falciparum stage V gametocytes, 24 h; inhibition, % at 10.9 µM; 0.065% of 150,000 active;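 active = inhibition above the mean plus 3 SD of compounds within the control limits, set per campaign, cut at about 38% in these data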;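 also: 0% = DMSO wells and 100% = medium only without gametocytes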
Rab7 wt modul: modulators of GTP binding to Rab7, primary screen, biochemical, wildtype, multiplex bead flow cytometry; GST-Rab7 beads, fluorescent GTP binding; actives lie on both sides; untreated = 100%, excess cold GTP = 0%; 0.055% of 190,000 active; GTP binding activity (percent of control), % at 10 µM; Rab7 GTPase wild type (dog), Bodipy-FL-GTP binding; AID 758, 2007;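 active = fluorescent GTP binding to Rab7 beads changed by at least 20 points from the 100% baseline, either direction, mostly lower; inconclusive = compound itself probably fluorescent, or too few beads counted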;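 also: median green fluorescence of bound Bodipy-FL-GTP per Rab7 bead population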
* marks the source's active call; other numbers are inactive results; ? = inconclusive; / = not tested or not shown. The order is random; about 1.1% have a hit in one of these screens.

SMILES	ABCG2 block	Rab2A wt mod	ABCB1 block	Cdc42 wt	HRas wt GTP bind	Rac1 wt modul	Rac1 act GTP bind	Avidin fluor	GSH fluor	Pf gamet viab	Rab7 wt modul
CCC1=NN(C(=O)C(=O)NCCc2ccccc2)C(O)(C(F)(F)F)C1 (stereo not given)	2	98	0.2	100	99	103	98	11	16	/	98
CCOC(=O)C1=C(C)N=c2s/c(=C3/C(=O)Nc4ccccc43)c(=O)n2C1c1ccc(C)cc1 (stereo not given)	-1	94	-0.3	92	97	99	93	4	14	9	97
COc1ccc(N(CC(=O)O)S(=O)(=O)c2cccnc2)cc1	2	99	0.7	100	101	105	100	6	38	16	101
COc1ccc(-c2noc(C3CCCN(C(=O)CCc4ccccc4)C3)n2)cc1 (stereo not given)	2	98	0.4	100	97	101	98	35	21	/	99
CCOc1ccccc1OCCCOc1ccc(C)cc1Cl	2	?	0.1	?	?	?	?	32	11	-20	?
COC(=O)c1cn(C(=O)/C=C/c2ccc(OC)c(OC)c2)c2ccccc12	7	?	1.0	?	?	?	?	9	14	-11	?
COc1ccccc1N1CCN(C(c2cccs2)C(C)NS(=O)(=O)c2ccccc2)CC1 (stereo not given)	2	96	0.8	97	95	97	95	7	28	/	97
CCn1c(=N)n(CC(=O)c2ccc(OC)c(OC)c2)c2ccccc21	1	100	0.1	104	103	103	101	7	16	/	100
COCCC(=O)NC12CC3CC(CC(C3)C1)C2	2	106	0.6	104	104	102	100	12	16	14	103
Cn1c(=O)c2c(nc(SCC(=O)c3cccs3)n2Cc2ccc(F)cc2)n(C)c1=O	11	93	6.6	94	94	90	91	11	38	/	91
CC12CCC(C(=O)Nc3ccccc3Br)(C/C1=N\O)C2(C)C (stereo not given)	1	100	0.1	106	105	111	99	20	10	-11	101
Cc1ccc(Nc2ncnc(N)n2)cc1	1	100	0.3	100	97	99	97	12	22	/	97
Cc1ccc(NC(=S)NCC(C)CSc2ccc(Cl)cc2)cc1 (stereo not given)	13	95	1.1	97	97	96	95	6	16	-6	95
CCNC(=O)/C(C#N)=C/c1c(N2CC(C)OC(C)C2)nc2ccccn2c1=O (stereo not given)	11	99	0.8	97	101	101	101	13	20	4	101
CCc1ccc(C(=O)COC(=O)CNC(=O)CNC(=O)Cc2ccccc2)cc1	0	102	-0.2	101	103	102	101	8	21	-1	98
O=C1NC(=S)N(c2cccc(Cl)c2)C12CCCCC2	1	97	0.1	90	98	96	100	15	9	/	98
CSc1ccc(CN(C)Cc2nc3cc(C(F)(F)F)ccc3c(=O)[nH]2)cc1	1	94	-0.1	96	92	95	95	13	12	15	91
CC(=O)Nc1ccc(CN2CCN(CC=C(C)C)C(CCO)C2)cc1 (stereo not given)	0	99	-0.1	99	98	102	96	9	9	15	97
Cc1nn(C(C)C(=O)NCC2CCCO2)c(C)c1[N+](=O)[O-] (stereo not given)	1	97	0.5	98	97	100	95	13	21	-5	104
COc1cc(C(=O)NCCC(=O)NCc2ccc3c(c2)OCO3)cc(OC)c1OC	5	102	0.2	105	101	107	98	10	14	-2	105
CN(Cc1cnn(C)c1)C(=O)c1ccc(OC2CCN(CCc3ccccc3)CC2)cc1	0	100	0.1	99	99	99	97	12	15	5	105
Cc1ccc(-c2nc(N=Nc3ccc(O)cc3)n[nH]2)cc1	-2	101	-0.7	100	104	101	100	13	8	11	105
O=C(NCc1ccco1)c1cc2n(n1)C(C(F)(F)F)CC(c1ccc(Br)cc1)N2 (stereo not given)	2	105	0.9	106	104	111	103	9	10	4	105
O=c1oc2ccccc2c(N2CCCC2)c1CN1CCCC1	3	97	0.4	102	101	101	98	4	26	/	97
COc1cc(/C=C/c2nc(-c3ccccc3O)n[nH]2)cc(OC)c1OC	2	89	0.6	92	93	87	94	2	6	9	96
Cn1c(SCc2ccc(F)cc2)nnc1-c1ccccn1	13	102	0.1	103	100	105	99	9	29	23	103
O=S(=O)(c1ccc(Cl)cc1)N1CCC(N2CCCCCC2)CC1	-2	100	0.0	104	104	108	100	24	21	-12	102
CCOC(=O)Cn1cc(/C=N/NC(=O)c2ccc(C#N)cc2F)c2ccccc21	4	102	0.6	106	106	109	98	23	11	/	104
C/C(CC(=O)Nc1cccnc1)=N\NC(=O)C(=O)Nc1cccc(C)c1	6	98	0.7	102	97	106	98	5	10	20	96
Cc1sc(NC(=O)C2CCCCC2C(=O)O)c(C(N)=O)c1-c1ccc(C(C)(C)C)cc1 (stereo not given)	1	102	0.4	97	101	100	96	24	57	8	104
CCOC(=O)C1=NN(C(=O)COc2ccccc2)C(O)(c2ccc(Cl)cc2)C1 (stereo not given)	3	98	1.0	98	98	99	96	9	11	/	97
Cc1c(Cl)cnc(NC(=O)CSc2nnc3ccccn23)c1Cl	11	99	0.8	98	99	101	96	12	40	/	102
CCCn1c(C)cc(C)c(C#N)c1=O	41	101	2.3	98	99	100	98	12	26	-32	98
CCc1c(C)sc2nc(SCC(=O)Nc3cc(C)on3)n(CCOC)c(=O)c12	10	100	0.9	101	101	98	97	8	19	-20	97
Clc1cccc(-c2cc3nc4c(c(N5CCOCC5)n3n2)CCCC4)c1	49	98	3.1	95	100	108	99	35	19	/	99
Cc1ccc(NC(=S)NC(C)CCc2ccccc2)cc1C (stereo not given)	17	104	-0.7	103	100	107	99	11	25	/	101
COc1cc(OC)cc(C(=O)Nc2cccc(N3CCCC3)c2)c1	5	95	0.3	97	97	96	95	13	26	-24	97
COc1ccc(C(=O)NCC(=O)OCC(=O)c2ccc3c(c2)NC(=O)CO3)cc1OC	1	95	0.4	94	92	93	94	16	7	8	95
O=C(NCc1cccnc1)c1sc2ccccc2c1Cl	10	97	0.8	96	97	95	95	13	25	7	95
C=CCSc1nc(C)c(CC(=C)C)c(=O)[nH]1	1	97	-0.4	96	97	100	93	7	17	-3	104
O=C(COc1ccc(S(=O)(=O)NC2CCCCC2)cc1)NCCC1=CCCCC1	4	99	1.8	102	100	104	99	20	22	-11	103
O=[N+]([O-])c1ccccc1S(=O)(=O)n1nnc2ccccc21	8	100	1.5	102	100	102	101	18	17	-4	102
Clc1ccc(CNc2ccc(CNc3ncn[nH]3)cc2)cc1	-2	101	/	99	101	103	100	6	14	27	102
O=C(O)c1nc(N2CCCCC2)ncc1Cl	13	100	-1.7	98	99	101	97	15	27	/	100
C#CCOCCOCCOCCNc1nc(N2CCN(C(=O)[C@H](CCCCN)n3cc([C@@H](N)CC(C)C)nn3)CC2)nc(N2CCN(C(=O)[C@H](CCCCN)n3cc([C@@H](N)CC(C)C)nn3)CC2)n1	0	97	0.0	96	97	98	96	8	19	/	95
CCC(=O)Nc1ccc(S(=O)(=O)Nc2ccc(Cl)nn2)cc1	3	98	0.3	97	101	100	98	15	10	-13	99
CCOC(=O)C1(Cc2cccc(Cl)c2)CCCN(C(=O)c2cccnc2)C1 (stereo not given)	2	97	0.6	101	98	100	97	12	11	14	96
CCC(Oc1ccccc1)C(=O)N1CC(C)CC(C)C1 (stereo not given)	1	101	0.0	99	98	103	99	8	24	/	96
C=CCN(CC=C)S(=O)(=O)c1ccc(C(=O)Nc2nnc(COC)o2)cc1	1	98	0.4	94	95	93	92	9	23	6	102
C/C(=N/Nc1ccc(F)cc1)c1ccc(Cl)s1	-2	100	-0.6	97	99	101	100	2	6	4	99
Cc1cccc(N(CC(=O)N2CCCC2)S(=O)(=O)c2ccccc2)c1	1	97	0.3	103	99	102	99	7	6	-4	97
C#CCOC(=O)c1ccc(-n2cncn2)nc1	4	102	0.4	102	103	103	99	9	57	/	104
CSc1ccc(C2Nc3ccccc3-c3cc(C)nn32)cc1 (stereo not given)	21	99	2.3	99	99	102	100	11	29	8	101
C=CCn1c(NCc2cc(C)ccc2O)nc2ccccc21	3	92	1.1	96	93	95	95	4	27	/	90
O=C(CSCC(=O)NC1CCCC1)Nc1ccccc1	3	101	1.0	99	101	100	99	19	17	/	102
Cc1nc2ncnn2c(C)c1CCC(=O)Oc1ccccc1	1	103	1.2	103	100	104	102	26	23	-5	100
Cc1cc(C)cc(NC(=S)N2CCC(N(C)CC3CCCO3)CC2)c1 (stereo not given)	9	94	0.2	97	96	96	95	9	11	6	100
Cc1ccc(CN(C)C(=O)CC2C(=O)NCCN2CC2CCCCC2)cc1 (stereo not given)	6	95	1.6	95	96	93	94	9	9	8	95
CCC(C)NC(=O)C1c2ccccc2C(=O)N1Cc1cc(OC)ccc1OC (stereo not given)	0	98	0.0	101	100	99	97	38	13	-13	100
CCOc1cc(C)c(S(=O)(=O)Nc2ccc(F)cc2)cc1C	3	92	0.5	92	93	91	91	14	14	/	91
Next compounds.
SMILES	ABCG2 block	Rab2A wt mod	ABCB1 block	Cdc42 wt	HRas wt GTP bind	Rac1 wt modul	Rac1 act GTP bind	Avidin fluor	GSH fluor	Pf gamet viab	Rab7 wt modul
O=C(CC1CCCCC1)NCc1ccc(F)cc1	2	103	0.5	97	101	100	97	11	14	-3	112
CCOC(=O)c1c(CSc2ccc(C)cc2)oc2ccc(O)cc12	3	95	0.3	92	98	99	97	9	4	18	95
COc1ccc2oc(=O)c(C(=O)N3CCc4ccccc43)cc2c1	4	101	1.2	100	101	99	97	9	6	19	99
Cc1ccccc1OCC(O)Cn1c(NCCN(C)C)nc2c1c(=O)n(C)c(=O)n2C (stereo not given)	1	100	0.3	101	99	102	99	6	26	/	99

Arranged by the number under Rab7 wt modul (smallest number first): 3 of the compounds above
molecule,ABCG2 block,Rab2A wt mod,Cdc42 wt,HRas wt GTP bind,Avidin fluor,GSH fluor,Rab7 wt modul
CCOC(=O)c1c(CSc2ccc(C)cc2)oc2ccc(O)cc12,3,95,92,98,9,4,95
COc1ccc2oc(=O)c(C(=O)N3CCc4ccccc43)cc2c1,4,101,100,101,9,6,99
O=C(CC1CCCCC1)NCc1ccc(F)cc1,2,103,97,101,11,14,112

Screening data as filed in PubChem.
